Screening results deposited in PubChem BioAssay by National Center for Advancing Translational Sciences (NCATS).
AID inh = inhibitors of human activation induced cytidine deaminase; AID deamination FRET fluorescence, UDG-coupled, 4 h; hit rate 0.32% among 91,000; Potency, µM (highest dose often 115 µM), inactives show at the top dose activity change, negative = inhibition, hits mostly inhibitors; also: nearly all actives have a fitted effect of over 25% in size
Target sequence (Q9GZX7 whole entry, looked up): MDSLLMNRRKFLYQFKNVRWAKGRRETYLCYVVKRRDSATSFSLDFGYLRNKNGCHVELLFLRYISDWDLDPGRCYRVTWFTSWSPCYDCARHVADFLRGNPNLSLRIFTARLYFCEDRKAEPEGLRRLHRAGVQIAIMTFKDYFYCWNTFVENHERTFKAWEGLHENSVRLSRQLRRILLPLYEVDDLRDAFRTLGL
UDG counterscr = blocks uracil-DNA glycosylase in AID counter-screen; FRET deamination/UDG coupled assay, UDG read, 4 h; Potency, µM (series often up to 115 µM), for the others: at the top dose activity change, negative = inhibition, hits mostly inhibitors; hit rate 0.14% among 91,000; also: nearly all actives have a fitted effect of over 65% in size
The depositor's hits bear a star; ? = inconclusive; & = joins results of further samples; [ ] = remark or other dose. Calls follow the shape of the dose curve; as a rule, active = well fitted curve in the direction sought with a large enough effect; inconclusive = small, poorly fitted or top-dose-only effect, or another doubt; inactive = no such curve, though single readings can be large; an effect the other way counts as inactive or inconclusive. % is scaled to controls: 0 for no effect and ±100 for the full control effect; potency is read from the fitted curve at half-maximal effect.

Below each SMILES: AID inh, UDG counterscr
Cc1cc(/C=C(\C#N)c2nc3ccccc3s2)cc2c1OC(C)C2 (stereo not drawn)
  3%, -10%
O=C(/C=C/c1cccc(C(F)(F)F)c1)c1cccc(N2CCCC2=O)c1
  -22%, -8%
CCOC(=O)c1ccc(NC(=O)C(C)N(c2ccc(OCC)cc2)S(C)(=O)=O)cc1 (stereo not drawn)
  24%, 12%
Cc1cc(Nc2ccc(Br)cc2)nc(-c2ccccc2O)n1
  1%, -7%
CC1CCCC(C)N1NC(=S)NCc1ccccc1 (stereo not drawn)
  0%, 2%
CC1=C(C(=O)Nc2cccc(C(F)(F)F)c2)C(c2ccc(Cl)cc2)n2ncnc2N1 (stereo not drawn)
  -7%, 3%
CCCOc1cccc(C(=O)Nc2cc(-c3ccccc3)no2)c1
  2%, -9%
c1ccc(-c2ccc(Oc3nc(-c4ccccc4)cs3)cc2)cc1
  11%, 0%
Cc1ccc(NC(=O)Cn2c(=O)nc(-c3ccccc3)c3ccccc32)cc1F
  15%, 5%
Cc1ccc(NC(=O)Cn2c(=O)ccc3cc(S(=O)(=O)N4CCCC4)ccc32)cc1C
  8%, -4%
Cc1cc(SCC(=O)Nc2ccc(F)c(F)c2F)nc2ccccc12
  -2%, 4%
N#C/C(=C\c1ccco1)C(=O)c1ccccc1
  2%, -1%
Cn1c(CCNC(=O)c2ccco2)nc2ccccc21
  -11%, 2%
CC1CCCCN1CCCNC(=O)c1[nH]c2ccccc2c1Sc1ccc(Cl)cc1 (stereo not drawn)
  81%[activator], -1%
CCCc1cc(=O)[nH]c(SCC(=O)NC2CCCC2)n1
  1%, -3%
Cc1ccc(NC(=O)CCn2c(=O)c3cccn3c3ccccc32)c(Cl)c1
  -26%, -5%[57.5 µM]
CCOC(=O)c1sc2ncn(CC(=O)Nc3ccc(F)cc3F)c(=O)c2c1C
  19%, -1%
CN(C(=O)CSc1nc2ccc(NC(=O)CCc3ccccc3)cc2s1)c1ccccc1
  -11%, 2%
CCN(CC)S(=O)(=O)c1nnc(NC(=O)COc2ccccc2Cl)s1
  -10%, 3%
Fc1ccc(NC(=S)NCCSc2ccc(Cl)cc2)cc1
  -9%, -4%
Cc1ccccc1NC(=O)c1cccc2c(=O)c(C)c(-c3ccccc3)oc12
  0%, -5%
CC(C)(C)c1ccc(C(C)(C)C)c2c1OC(c1ccccc1)O2
  8%, 12%
COc1cccc(CNC(=O)NNc2nc(C)cc(=O)[nH]2)c1
  10%, 6%
COc1ccc(NC(=O)COC(=O)c2cc(=O)c3ccccc3o2)c(OC)c1
  1%, 1%
Cc1ccc(CNC(=O)c2ccc(CS(=O)(=O)c3ccccc3C)o2)cc1
  -3%, -11%
Cc1cc(NC(=O)Cc2ccccc2)cc(-c2nc3ccccc3o2)c1O
  52%[activator], 9%
Cc1cc(C)n2nc(SCC(=O)c3cc(C)n(C4CCS(=O)(=O)C4)c3C)nc2n1 (stereo not drawn)
  -1%, 3%
COc1ccc(CCNC(=O)c2sc(NC(C)C)nc2C)cc1
  0%, -5%
CC(C)CN(CC(C)C)C(=O)COC(=O)c1cc(=O)[nH]c2ccccc12
  -2%, 3%
Cc1cc(C)cc(N/C(N)=N/c2nc(C)cc(C)n2)c1
  -12%, -1%
Cc1ccc(C)c(N2CCN(C(=O)C3CCCN(Cc4nc(-c5cccc(Cl)c5)oc4C)C3)CC2)c1 (stereo not drawn)
  1%, ?
CCOC(=O)c1ccc2c(c1)N(CC(=O)Nc1cc(F)ccc1F)C(=O)c1ccccc1S2
  29%, 15%
CCOC(=O)c1c(C)oc2nc(C)nc(NCCCN3CCN(c4ccc(F)cc4)CC3)c12
  -21%, -2%
COc1cc(OC)cc(C(=O)NCCc2csc(-c3cccc(C)c3)n2)c1
  ?, -13%
CCc1c(C)sc2c1CCN(Cc1cccc(OC)c1)C2c1ccccc1 (stereo not drawn)
  -14%, -8%
O=C(c1ccccc1)[C@@H]1[C@@H](C(=O)c2ccco2)[C@@]2(C(=O)Nc3ccccc32)[C@H]2c3ccccc3C=CN12
  -3%, -5%
O=C1NC(=O)c2cc(Nc3ccccc3)c(Nc3ccccc3)cc21
  -3%, 11%
Cc1cccc(C(CC(=O)Nc2ccc(-c3ccno3)cc2)n2cccc2)c1 (stereo not drawn)
  8%, -1%
O=C(Nc1cc(=O)[nH]c2nc(C(F)(F)F)nn12)c1ccccc1F
  -2%, -4%
CC(C)CN(CCNC(=O)c1cc(-c2cccs2)nc2ccccc12)CC(C)C
  -3%, -8%
Cc1c(-c2ccccc2)oc2c(C(=O)OCC(=O)NC3CCCC3)cccc2c1=O
  -9%, 2%
S=C(NCCc1ccccc1)Nc1ccc(Cl)cc1NC(=S)NCCc1ccccc1
  -1%, -9%
CC(C)C(=O)N1c2ccccc2NC2=C(C(=O)CC(C)(C)C2)C1c1cccnc1 (stereo not drawn)
  2%, 8%
CC(=O)c1cccc(NC(=O)c2ccc(C#N)cc2F)c1
  5%, -3%
Cc1nc(N2C(=O)c3oc4ccccc4c(=O)c3C2c2cccc(OCCC(C)C)c2)sc1C (stereo not drawn)
  9%[57.5 µM], -1%[57.5 µM]
O=C(O)c1cc(-c2ccco2)nc2ccc(Br)cc12
  5%&29%, 1%&77%
CC(C)NC(=O)c1ccc(-n2c(-c3ccccc3)cc3c2CCCCC3)cc1
  17%, 3%[57.5 µM]
COc1ccc(C(=O)Nc2cc(C(F)(F)F)ccc2N2CCN(c3ccccc3)CC2)cc1OC
  16%, 0%
Cc1cc(C)c2oc(-c3cccc(NC(=O)COc4ccccc4Cl)c3C)nc2c1
  4%, -1%
O=C(COc1ncnc2ccc(Br)cc12)Nc1ccccc1F
  2%, 3%
Cc1ccc(C)c(N2CCN(C(=O)c3ccc4c(c3)c(C)c(C)n4C)CC2)c1
  ?, 32%[activator]
N#Cc1nc(/C=C/c2ccc(F)cc2)oc1N1CCCC1
  1%, 4%
Cc1noc(N)c1C(=O)OC(C)C(=O)NC1CC1 (stereo not drawn)
  -3%, 1%
CCc1ccc(NC(=O)C2CCN(c3nn4c(=O)cc(C)nc4s3)CC2)cc1
  5%, -12%
COc1ccc(Cl)cc1NC(=O)C(C)Sc1nc2c(c(=O)[nH]1)CCCC2 (stereo not drawn)
  7%, 6%
COc1cccc(-c2nc(CSc3ccc4c(c3)OCCCO4)cs2)c1OC
  -10%, -10%
COc1ccc(-n2c(=O)c3c4c(sc3n(Cc3ccc(C(C)(C)C)cc3)c2=O)CCC4)c(OC)c1
  35µM*, ?
CCc1ccc(CN2CCc3nc(Nc4ccccc4)ncc3C2)cc1
  ?, -8%
CC(C)c1ccccc1NC(=O)CN1C(=O)c2cccc3cccc1c23
  15%, -3%
CC(C)(Oc1ccc(Cl)cc1)C(=O)N1CCN(c2ncccn2)CC1
  -15%, -1%

Arranged by value in AID inh (largest number first): three from the list above
mol	AID inh
CCc1ccc(NC(=O)C2CCN(c3nn4c(=O)cc(C)nc4s3)CC2)cc1	5%
N#Cc1nc(/C=C/c2ccc(F)cc2)oc1N1CCCC1	1%
Cc1noc(N)c1C(=O)OC(C)C(=O)NC1CC1 (stereo not drawn)	-3%

3 entries picked at random from those above:
Below each SMILES: AID inh, UDG counterscr
O=C1NC(=O)c2cc(Nc3ccccc3)c(Nc3ccccc3)cc21
  -3%, 11%
Cc1cccc(C(CC(=O)Nc2ccc(-c3ccno3)cc2)n2cccc2)c1 (stereo not drawn)
  8%, -1%
Cc1c(-c2ccccc2)oc2c(C(=O)OCC(=O)NC3CCCC3)cccc2c1=O
  -9%, 2%

Next part
Below each SMILES: AID inh, UDG counterscr
COc1ccc(-c2noc(CSc3nnc(C)n3-c3cccc(C)c3)n2)cc1
  ?, ?
Cc1ccc2nc(-c3ccncc3)c(Nc3ccc(C(C)C)cc3)n2c1
  -13%, -7%
Cc1ccccc1OCC(=O)Nc1ccc(S(=O)(=O)Nc2ncccn2)cc1
  28%, ?
CCOC(=O)c1c(C)c(C(=O)NCCc2ccc(OC)cc2)c(C)n1C
  18%, -4%
C#CCN1CCC(C(=O)NCCN2CCC(C)CC2)CC1
  2%, 7%
Cc1cccc(Nc2nc3c(c(=O)[nH]c(=O)n3C)n2CC(=O)O)c1C
  5%, -2%
COc1ccc(CCNc2oc(-c3ccc(OC)c(OC)c3)nc2C#N)cc1OC
  2%, -2%
O=C(NCC(c1cccs1)S(=O)(=O)c1cccs1)c1c(F)cccc1F (stereo not drawn)
  -10%, 9%
Cc1ccc(CNc2nc(N)c([N+](=O)[O-])c(Nc3ccc(Cl)cc3)n2)cc1
  -12%, -7%
O=C(/C=C/C=C/c1cccs1)c1ccc(-c2ccccc2)cc1
  3%, -2%
CCOc1cccc2cc(-c3cc(=O)oc4cc(O)ccc34)c(=O)oc12
  -5%, 1%
C#CCNC(=O)c1cc(-c2ccccc2)nc2ccccc12
  4%, -1%
Cc1ccc(CCNS(=O)(=O)c2c(C)nc3sc(C)c(C)n3c2=O)cc1
  -3%, 51%[activator]
O=C1CSc2ccc(C(=O)Nc3cccc(COC(=O)c4ccc5c(c4)NC(=O)CS5)c3)cc2N1
  -27%, -9%
Cc1ccc(C2CC(=O)N(Cc3ccccc3)c3c2c(C)nn3-c2nc(C)cc(C)n2)cc1 (stereo not drawn)
  -12%, -4%
CC(/C=C/c1ccccc1)=N\NC(=O)c1ccc(C(C)(C)C)cc1
  11%, 8%
CC(C)(C)CC(=O)NCCCNC(=O)c1cccc(O)c1
  1%, 11%
CCOc1ccccc1-n1ccnc(NCc2ccc(F)cc2)c1=O
  -1%, 48%[activator]
CCOC(=O)c1ccc(-n2c(C)nc3c(cnn3-c3ccc(Cl)cc3)c2=O)cc1
  -18%, -5%
CCCCn1c(=O)[nH]c(=O)c2c1nc(COc1cc(Cl)ccc1Cl)n2CCC
  -3%, 2%
COc1cc(/C=C/c2nc(C#N)c(N(C)C)o2)cc(OC)c1OC
  -4%, -10%
COc1cccc(-c2cc(C(=O)Nc3ccc(C)cc3)[nH]n2)c1
  -11%, 0%
CC(NC(=O)c1ccc(-c2ccc(F)cc2)o1)c1ccccc1 (stereo not drawn)
  -13%, -16%
CN1C(=O)c2ccccc2Sc2ccc(NC(=O)Cc3c(F)cccc3Cl)cc21
  -7%, 12%
CC(C)(C)c1ccc(C(=O)NCC(c2cccs2)S(=O)(=O)c2cccs2)cc1 (stereo not drawn)
  ?, -4%
Cc1nn(C)c(C)c1CCNC(=O)Nc1cccc(Cl)c1C
  20%, -10%
CCOc1ccc(NC(=O)c2cc(S(=O)(=O)NC3CCCCCC3)ccc2F)cc1
  20%, 3%
CN(CC(=O)NC(=O)NC1CC1)CC(=O)N(C)C
  -5%, -6%
Cc1cccc(CNc2ccccc2C(N)=O)c1
  -4%, -10%
Cc1ccc(N2CCN(C(=O)c3cn(C)c4ccc(S(=O)(=O)N(C)C5CCCCC5)cc4c3=O)CC2C)cc1 (stereo not drawn)
  -17%[57.5 µM], -2%[57.5 µM]
CCN1CCN(C(c2cccc(OC)c2)c2c(O)cc(C)n(Cc3ccco3)c2=O)CC1 (stereo not drawn)
  5%, 0%
COCCCn1c(=O)c2sccc2n2c(CCCC(=O)Nc3cccc(C(F)(F)F)c3)nnc12
  -10%, 3%
COc1ccc(N2CC(C(=O)N(C)Cc3cnn(C)c3)CC2=O)cc1 (stereo not drawn)
  0%, 1%
Cc1oc2c(c(C)cc3o/c(=N/O)c4c(c32)CCCC4)c1C
  -6%, 3%
COc1ccc(C2C(C(N)=O)=C(C)Nc3nc(CCCO)nn32)cc1 (stereo not drawn)
  -3%, 6%
CC1CCN(S(=O)(=O)c2ccc3[nH]cc(C(=O)NCc4ccc(F)cc4)c(=O)c3c2)CC1
  10%, 1%
COc1ccc(C2C3=C(CCCC3=O)Nc3c(C#N)cnn32)c(OC)c1 (stereo not drawn)
  -6%, -3%
CC(CN1c2ccccc2Sc2ccccc21)N(C)C (stereo not drawn)
  -16%, -12%
CCCn1c2ccccc2c2cnn(CC(=O)NCCc3ccc(OCC)cc3)c(=O)c21
  3%, 1%[57.5 µM]
COc1ccccc1N1C(=O)N(CC(=O)C(C)(C)C)c2ccccc2S1(=O)=O
  26%, 2%
COC(=O)Cn1c(CN2CCN(c3ccc(OC)cc3)CC2)nc2c1c(=O)[nH]c(=O)n2C
  10%, 0%[57.5 µM]
CCOC(=O)c1ccc(NC(=O)C2=C(C)Nc3nc(SCc4ccc(Cl)cc4)nn3C2c2ccc(OC)cc2)cc1 (stereo not drawn)
  -3%, -9%
O=C(CSc1nc2ccccc2nc1N1CCCC1)N1CCN(c2ccc(Cl)cc2)CC1
  -6%, -9%
Cc1ccc(Nc2c(-c3cc(Br)ccc3F)nc3cc(C)ccn23)cc1
  1%, -19%[57.5 µM]
CC(Sc1nc2ccccc2c(=O)n1CCCO)c1nnc(-c2ccccc2)o1 (stereo not drawn)
  -4%, -5%
CCOc1ccc(-n2c(=O)c3c(C)c(C)sc3n(Cc3ccc(C(C)(C)C)cc3)c2=O)cc1
  -7%, -27%
COc1ccc(/C=C/c2nc(C#N)c(N3CCC(C)CC3)o2)cc1OC
  ?, -7%
CSc1ccccc1NC(=O)c1ccc2ccccc2c1
  -15%, -6%

As entered above:
`CCOC(=O)c1ccc(NC(=O)C2=C(C)Nc3nc(SCc4ccc(Cl)cc4)nn3C2c2ccc(OC)cc2)cc1` (stereo not drawn) in AID inh reads -3%
`CSc1ccccc1NC(=O)c1ccc2ccccc2c1` in AID inh reads -15%
`COc1ccc(N2CC(C(=O)N(C)Cc3cnn(C)c3)CC2=O)cc1` (stereo not drawn) in AID inh reads 0%
`O=C(CSc1nc2ccccc2nc1N1CCCC1)N1CCN(c2ccc(Cl)cc2)CC1` in UDG counterscr reads -9%

Not all compounds are listed, so the mix of outcomes need not match the whole.
